CASP6 VEID inh – human caspase-6 inhibitors, primary screen, biochemical, VEID-R110 fluorescence, single point, set 2. P55212. purified caspase-6, Z-VEID-R110 cleavage fluorescence. inhibition, % at 12.5 µM. hit rate 0.53% among 350,000. AID 686996, 2013;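 active = mean inhibition across replicates at least about 35%, with every replicate also reaching that limit, limit read from the data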;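 also: 0% = median of neutral control wells and 100% = no fluorescence left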
Target sequence (P55212 24-179 limits assumed): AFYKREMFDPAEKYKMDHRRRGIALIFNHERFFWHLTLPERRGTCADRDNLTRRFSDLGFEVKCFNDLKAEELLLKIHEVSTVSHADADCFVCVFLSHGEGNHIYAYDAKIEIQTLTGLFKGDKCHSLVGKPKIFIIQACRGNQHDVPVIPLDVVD
Target sequence (P55212 194-293 limits assumed): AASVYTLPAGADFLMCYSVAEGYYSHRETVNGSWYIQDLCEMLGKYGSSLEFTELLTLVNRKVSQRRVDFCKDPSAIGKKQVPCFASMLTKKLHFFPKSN
DENV2 CPE – inhibitors of DENV2 cytopathic effect, primary screen, cell-based, plate reader, single concentration; AID 651640, 2012; CPE inhibition, % at 9.99 µM; DENV2-infected cells, cytopathic effect rescue; hit rate 1.7% among 350,000; in the data active = CPE inhibition above about 20%, passing the limit was not always enough; tested in BHK-21 cells;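 also: 0% = median of neutral control wells and 100% = median of positive control wells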
PAX8 reporter – inhibitors of PAX8-driven TPO luciferase reporter, primary screen, RMG-I cells, single concentration | hit rate 1.2% among 360,000 | AID 652154, 2013 | inhibition, % at 12.6 µM | SteadyGlo, 24 h;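 active = mean replicate inhibition at least 60% with every replicate also reaching 60%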;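 also: luciferase light reporting Pax8 driven TPO promoter activity; plate controls were median of neutral control wells for no effect and mitoxantrone controls for full effect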
LGR2 antag – inhibitors of bursicon-induced LGR2 CRE-luciferase signal, primary screen, cell-based, HEK293, CRE-luciferase reporter, bursicon stimulation | AID 720647, 2013 | Drosophila bursicon receptor LGR2 (rickets) | hit rate 0.35% among 380,000 | bursicon-stimulated, 4 h | inhibition, % at 9.99 µM;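 active = drop in luminescence signal, shown as inhibition above about 50% in the replicate tests, limit read from the data, passing the limit was not always enough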;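 also: agonist challenge used bursicon conditioned medium at about half maximal strength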
EWS-Fli block – EWS/Fli-driven NR0B1 reporter inhibitors, primary screen, A673 cells, NR0B1 luciferase, luminescence, MLPCN library | inhibition, % at 12.6 µM | AID 651661, 2012 | viability-normalised | hit rate 0.67% among 350,000;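 active = mean inhibition of at least 50% after viability correction, with every replicate also passing that limit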;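 also: firefly luciferase signal divided by Alamar Blue viability fluorescence both relative to DMSO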
SIRT5 inh – SIRT5 desuccinylase inhibitors, primary screen, biochemical, fluorescence imaging, single point, set 5 | NAD-dependent protein deacylase sirtuin-5, mitochondrial (Homo sapiens), Q9NXA8 | Purified SirT5, succinyl-peptide AMC, trypsin-coupled fluorescence | inhibition, % at 15 µM | hit rate 1.1% among 330,000 | AID 652115, 2013; in the data active = inhibition above about 15%
Target sequence (Q9NXA8 whole entry, looked up): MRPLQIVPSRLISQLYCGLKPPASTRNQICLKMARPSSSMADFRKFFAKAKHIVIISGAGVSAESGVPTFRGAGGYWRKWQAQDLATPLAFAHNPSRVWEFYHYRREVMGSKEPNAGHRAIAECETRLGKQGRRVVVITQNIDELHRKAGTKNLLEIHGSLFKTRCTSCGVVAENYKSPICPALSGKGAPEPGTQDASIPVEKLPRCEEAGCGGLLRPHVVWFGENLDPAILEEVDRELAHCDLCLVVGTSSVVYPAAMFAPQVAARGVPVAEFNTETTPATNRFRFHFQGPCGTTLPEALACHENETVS
ARNT-TACC3 inh – disruptors of ARNT/TACC3 protein interaction, primary screen, biochemical, AlphaScreen, single concentration; hit rate 0.66% among 390,000; AlphaScreen His-ARNT PAS-B/GST-TACC3 binding, luminescence; TACC3 fragment carries E629A point mutation; inhibition, % at 9.99 µM; Transforming acidic coiled-coil-containing protein 3 (Homo sapiens), Q9Y6A5; AID 623870, 2012;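 active = mean inhibition of replicates at least 50% and at least half of replicates each reaching 50%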;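 also: 0% = complete ARNT plus TACC3 wells and 100% = ARNT alone without TACC3; many hits fall short of the cut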
An asterisk follows results filed as active; / = not tested or not shown; & = joins results of further samples.

SMILES	CASP6 VEID inh	DENV2 CPE	PAX8 reporter	LGR2 antag	EWS-Fli block	SIRT5 inh	ARNT-TACC3 inh
COc1c(OC)c2[nH]c(=O)cc3c4ccccc4n(c1=O)c23	0	-1	/	1	-4	-19	36
O=C(C[n+]1ccccc1)N/N=C/c1ccc(Br)cc1	-38	0	-9	5	-1	-2	14
CCOc1ccc(NS(=O)(=O)c2cc(C(=O)N(CC)CC(=O)NCc3cccs3)ccc2C)cc1	4	-1	14	-7	7	5	2
O=C(COC(=O)Cc1cccs1)NCC(=O)Nc1ccc(F)cc1	1	-2	8	16	1	1	-8
CC1(C)CC(=O)C2=C(C1)Nc1cc(C(=O)c3ccccc3)ccc1NC2c1ccccn1 (configuration not stated)	3	5	15	-14	5	1	9
C[C@H](CO)N1C[C@H](C)[C@H](CN(C)Cc2ccc(F)cc2)Oc2ncc(C#Cc3cccnc3)cc2C1=O	/	3	-5	19	-11	-4	5
COc1ccccc1S(=O)(=O)N(C)C[C@H]1Oc2cc(Br)ccc2S(=O)(=O)N([C@@H](C)CO)C[C@H]1C	0&-3	-7&-3	2&-23	-19&-14	-9&6	-4&0	2
CC(C)C#Cc1cnc2c(c1)C(=O)N([C@H](C)CO)C[C@H](C)[C@H](CN(C)C(=O)C1CCC1)O2	-2	-3	/	-14	3	4	3
CCCCCN(C(=O)CCCSc1nncs1)c1c(N)n(CCCC)c(=O)[nH]c1=O	0	-2	-6	-2	5	-5	-2
COc1ccc(C2CC(c3ccco3)n3ncnc3N2)cc1 (configuration not stated)	1	-5	-1	17	-1	/	/
COc1cccc(NC(=O)c2sc3ncn(CC(=O)N4CCN(c5ccccn5)CC4)c(=O)c3c2C)c1	1	-3	4	-17	/	-2	-4
Cc1ccc(OCC(=O)NCc2cccnc2)cc1	-1	13	9	5	-3	-1	1
Cn1c(COc2ccccc2)nnc1SCC(=O)Nc1ccc2c(c1)OCO2	-5	/	/	6	/	-1	-3
CC(NC(=O)c1ccccc1Cl)C1CC2CCC1C2 (configuration not stated)	-3	11	-7	-8	-13	-5	-3
COc1cc(C(O)c2nc(-c3ccc(C)c(C)c3)cs2)ccc1F (configuration not stated)	7	-5	-19	-4	-8	/	/
Cc1ccc(Cc2c(-c3ccc(C#N)cc3)nc3ccc(Cl)cn23)cc1	2	/	-19	-46	-44	-6	/
C[C@@H]1CN([C@@H](C)CO)C(=O)c2cc(-c3ccc(F)cc3)cnc2O[C@H]1CN(C)Cc1ccc(C(=O)O)cc1	1	-3	/	1	-7	1	-1
CC(OC(=O)C1=Cc2ccccc2OC1)C(=O)NCc1ccco1 (configuration not stated)	-2	-2	8	/	2	10	4
CCC(=O)Nc1ccc(NC(=O)c2cccc3ccccc23)cc1	-1	8	4	12	6	-2	-6
C[C@H]1CN([C@@H](C)CO)C(=O)CCCn2cc(nn2)CO[C@@H]1CN(C)C(=O)Nc1ccccc1	-1&1	-4&-2	-7&-29&4	-8&-6	9&-7&7	-7&2	-5
COc1ccc(CCNC(=O)COC(=O)/C=C/c2cc(OC)ccc2OC)cc1	0	0	-15	-10	10	-3	-2
Cc1ccc(CN2CCN(/N=C/c3cc(Br)cc(Br)c3O)CC2)c(C)c1	0	/	-1	-7	-1	-2	0
COc1cccc(CN2C(=O)C(C)Oc3ccccc32)c1 (configuration not stated)	2	3	25	4	6	-3	-5
NS(=O)(=O)c1cccc(NC(=O)COC(=O)C2CCN(S(=O)(=O)c3cccs3)CC2)c1	-2	3	26	-3	7	1	-5
Cc1ccc(N2CC(C(=O)N3CCCCC3)CC2=O)cc1C (configuration not stated)	1	11	14	8	-16	-2	-3
COC(=O)[C@@H]1C[C@@]2(O)[C@H](O)[C@H](O)[C@H](O)C[C@H]2N1C/C=C/c1ccccc1	0	-7	8	-13	0	-2	1
CCCN(CCC)C(=O)c1ccc2c(=O)n(Cc3ccco3)c(=S)[nH]c2c1	8	0	-10	15	-10	-5	6
CCOc1ccc(N=C2SC(C(=O)Nc3ccccc3C#N)C(N)=C2C(=O)Nc2ccc(Cl)cc2)cc1 (configuration not stated)	-6	-4	7	-24	-4	1	3
O=C(N[C@@H]1CC[C@H](CCNS(=O)(=O)c2cccc(Cl)c2)O[C@@H]1CO)c1ccc(F)cc1	0	1	2	-7	2	-4	-7
CCOC(=O)/C(C(=O)Nc1ccccc1Cl)=C1/NC(C)(C)Cc2ccccc21	-3	-5	/	16	-7	-3	0
Cc1ccccc1-n1nc2c(c1NC(=O)/C=C\c1ccc3c(c1)OCO3)CSC2	1	16	21	8	2	/	-1
C[C@@H]1CCCCO[C@@H](CN(C)Cc2ccc(C(F)(F)F)cc2)[C@@H](C)CN([C@H](C)CO)C(=O)c2cc(NS(=O)(=O)c3cccs3)ccc2O1	-1	-3	38	30	-2	2	-5
O=C(C[C@H]1CC[C@@H](NC(=O)C2CC2)[C@@H](CO)O1)NCCCN1CCOCC1	-2	5	0	7	2	-1	6
Cc1ccc(-c2nc(CC(=O)Nc3cccc(S(=O)(=O)NC4=NCCC4)c3)cs2)cc1	2	17	-13	-17	-12	0	6
O=C(CN(C(=O)c1csnn1)c1cccc2ccccc12)NC1CCCC1	1	-1	21	-3	6	2	-1
CC(C)c1ccc(CN(C(=O)c2cccs2)C2CCS(=O)(=O)C2)cc1 (configuration not stated)	2	9	3	3	9	/	10
Cc1cc2c(cc(C(=O)OC(C(=O)NCC3CCCO3)C(C)C)n2C)o1 (configuration not stated)	0	-4	2	-25	16	2	4
O=C(CCc1nnc2ccc(NCc3ccco3)nn12)Nc1ccccn1	26	6	17	3	12	1	-2
COc1cccc(OCC(O)CNC(=O)c2oc3c(C)c(C)ccc3c2C)c1 (configuration not stated)	-1	-6	25	3	-1	/	1
CCc1cccc(CC)c1NC(=O)COC(=O)CC1c2ccccc2CCN1S(=O)(=O)c1ccc(F)cc1 (configuration not stated)	0	-7	3	44	3	-3	-1
CCOc1cc(/C=N/NC(=O)c2cc(C3CC3)[nH]n2)ccc1O	4	1	6	-2	6	6	/
CCOC(=O)C1CCCN(C/C=C/c2ccccc2[N+](=O)[O-])C1 (configuration not stated)	0	-5	/	4	7	10	-7
COC(=O)N/N=C/c1ccccc1	-28	-9	-17	-4	-25	4	17
CC(CC(=O)Nc1ccc2c(c1)c(=O)n(C)n2-c1cccs1)c1ccccc1 (configuration not stated)	37*	18	-18	13	41	-2	/
Cc1noc(C)c1NC(=O)Nc1ccc2c(c1)C(=O)N([C@@H](C)CO)C[C@H](C)[C@@H](CN(C)S(=O)(=O)c1ccc(Cl)cc1)OCCCC[C@@H](C)O2	-2	3	6	5	/	9	-7

By substructure: the entries above containing a cyano group (2)
SMILES	CASP6 VEID inh	DENV2 CPE	PAX8 reporter	LGR2 antag	EWS-Fli block	SIRT5 inh	ARNT-TACC3 inh
Cc1ccc(Cc2c(-c3ccc(C#N)cc3)nc3ccc(Cl)cn23)cc1	2	/	-19	-46	-44	-6	/
CCOc1ccc(N=C2SC(C(=O)Nc3ccccc3C#N)C(N)=C2C(=O)Nc2ccc(Cl)cc2)cc1 (configuration not stated)	-6	-4	7	-24	-4	1	3

Continued.
SMILES	CASP6 VEID inh	DENV2 CPE	PAX8 reporter	LGR2 antag	EWS-Fli block	SIRT5 inh	ARNT-TACC3 inh
Cc1nc(NC(=O)c2ccc(OCC(C)C)cc2)sc1Cc1ccc2c(c1)OCO2	/	7	-56	-5	-18	-2	-5
Cc1ccc(CNC(=O)c2ccc(N3CCC4(CC3)CC(c3cccc(Br)c3)=NO4)c(NC(=O)c3ccco3)c2)cc1	-2	-3	9	-9	-1	-6	-3
Cc1ccc(OCCNC(=O)c2cc(C3CC3)nc3c2cnn3C(C)C)cc1	1	4	6	5	16	-12	1
CC(=O)NC(c1cccc(F)c1)c1nc(-c2ccccc2C)cs1 (configuration not stated)	1	-4	-13	-9	-19	-5	/
CC1CCCC(NC(=O)COC(=O)c2ccccc2[N+](=O)[O-])C1C (configuration not stated)	0	13	-14	/	-13	-1	23
COC(=O)c1ccc(NC(=O)c2cc(Cl)ccc2OC)cc1	/	-2	4	7	1	-3	1
Cc1ccc(C(=O)C2=C(O)C(=O)N(Cc3cccnc3)C2c2ccc(Br)cc2)o1 (configuration not stated)	-3	-1	-10	8	5	3	1
O=C(CCS(=O)(=O)c1ccc(Cl)cc1)Nc1nnc(-c2ccco2)o1	0	-1	2	14	-5	-1	15
COc1cccc(C(=O)NCc2ccc3c(c2)cc(C)n3C)c1	-2	1	4	1	10	0	0
COc1ccccc1NC(=O)COC(=O)c1cc(C)oc1C	2	-6	-7	-14	-7	/	-1
Cc1ccc2oc(C(=O)NCc3ccc(S(N)(=O)=O)cc3)cc(=O)c2c1	0	-4	26	2	-20	0	-4
C[C@@H]1CN([C@H](C)CO)C(=O)c2cc(NC(=O)Nc3cccc4ccccc34)ccc2O[C@@H](C)CCCCO[C@H]1CN(C)S(=O)(=O)c1ccccc1	2	9	10	0	10	2	-27
CCCNC(=O)N[C@@H]1CC[C@@H](CCn2cc(C3CC3)nn2)O[C@H]1CO	-1	-2	-2	8	2	1	-1
O=C(CCc1nc2sc3c(c2c(=O)[nH]1)CCCC3)Nc1cccc(Cl)c1	8	-10	-1	-14	-3	0	2
CNC[C@@H]1Oc2cc(C#Cc3cccc(F)c3)ccc2S(=O)(=O)N([C@@H](C)CO)C[C@H]1C	1	16	/	14	13	-2	-2

Another view of part of the listing above.
canonical_smiles,CASP6 VEID inh,DENV2 CPE,PAX8 reporter,LGR2 antag,EWS-Fli block,SIRT5 inh,ARNT-TACC3 inh
COc1ccccc1NC(=O)COC(=O)c1cc(C)oc1C,2,-6,-7,-14,-7,/,-1
Cc1ccc(CNC(=O)c2ccc(N3CCC4(CC3)CC(c3cccc(Br)c3)=NO4)c(NC(=O)c3ccco3)c2)cc1,-2,-3,9,-9,-1,-6,-3
O=C(CCc1nc2sc3c(c2c(=O)[nH]1)CCCC3)Nc1cccc(Cl)c1,8,-10,-1,-14,-3,0,2
CCCNC(=O)N[C@@H]1CC[C@@H](CCn2cc(C3CC3)nn2)O[C@H]1CO,-1,-2,-2,8,2,1,-1

Remaining list, next part:
SMILES	CASP6 VEID inh	DENV2 CPE	PAX8 reporter	LGR2 antag	EWS-Fli block	SIRT5 inh	ARNT-TACC3 inh
Cc1noc(C)c1NC(=O)N(C)C[C@H]1Oc2ccc(NC(=O)NC3CCCCC3)cc2CC(=O)N([C@H](C)CO)C[C@@H]1C	4	7	/	-8	-9	-2	-3
CNc1cncc(-c2ccc(O)cc2)n1	-3	-8	-15	-8	-18	/	/
CSc1ccccc1NC(=O)COC(=O)c1ccc(-n2nc(C)cc2C)cc1	5	11	3	/	5	-4	-15
CC(C)(C)C(=O)N(Cc1ccccc1)c1ccccn1	/	/	0	4	9	-2	-1
COc1ccc(CN(C(C)=O)c2ccccc2C(=O)O)cc1	-3	8	21	-3	-6	-1	-7
CC1CCC(NC(=O)c2cccc(S(=O)(=O)N3CCN(C)CC3)c2)CC1 (configuration not stated)	-2	7	-59	5	-25	-4	0
COc1ccc(-c2[nH]ncc2-c2cnc(C)s2)c(O)c1	2	-6	/	-5	8	-4	5
CC(=O)Nc1ccc2c(c1)C(=O)N(C)[C@@H]1CC[C@H](CC(=O)NCc3ccc(Cl)cc3)O[C@H]1CO2	0	/	-2	-12	-11	5	-2
CN(C)C(=O)C[C@H]1CC[C@@H]2[C@@H](COc3ccc(NC(=O)NCc4ccccc4)cc3C(=O)N2C)O1	-2	6	-23	0	-3	5	10
Cc1ccc(C(=O)C2CC2)c(C)c1	0	-8	-44	-6	8	/	2
O=C(Cc1csc(-c2cccc(Cl)c2)n1)Nc1cccc(S(=O)(=O)NC2=NCCC2)c1	3	4	0	9	-1	0	5
COc1ccccc1C#Cc1ccc([C@H]2[C@@H](C#N)N(C(=O)C3CCCC3)[C@H]2CO)cc1	1	-17	/	12	7	2	/
COc1ccc(NC(=O)NNC(=O)c2ccc(-c3ccccc3)cc2)cc1	-3	-5	13	-1	/	0	-19
Cc1ccc(NC(=S)NC(CO)C(O)c2ccc([N+](=O)[O-])cc2)cc1 (configuration not stated)	5	-8	-3	0	1	3	2
